High-throughput results deposited in PubChem by National Center for Advancing Translational Sciences (NCATS).
Gal4-VP16 FLuc: inhibits Gal4-VP16 luciferase reporter, ROR gamma counter-screen; Drosophila S2 Gal4-VP16 UAS-luciferase, luminescence, 20 h; AID 2546; Potency, µM (top dose mostly 53.6 µM), for the others: at the top dose activity, negative = inhibition, most hits filed as inhibitors; 310,000 tested, 3.5% active;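 note: Gal4-VP16 expression switched on by copper sulfate through the metallothionein promoter; % is set by controls: 0 for no effect and ±100 for the full control effect; nearly all actives have a fitted effect of over 50% in size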
Rab9 prom act: activators of Rab9 promoter | Huh7 Rab9 promoter-luciferase reporter, luminescence, 24 h | Potency, µM (titrated, usually from 9.22 µM), for inactives: top-dose activation, negative = inhibition, actives largely listed as activators | 320,000 tested, 2.8% active; note: % of control where 0% means no effect; nearly all actives have a fitted effect of over 60% in size
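Luminescence read-out: Huh7 cells stably expressing Rab9-luciferase, treated 24 h with compound at 37 °C, then lysed with luciferase reagent for 10 min at ambient before reading.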
MBNL1-CUG inh: blocks human MBNL1 binding to CUG repeat RNA | Q9NR56 | TR-FRET MBNL1-His/biotin-(CUG)12 binding, 665/545 ratio | Potency, µM (doses to about 57.5 µM), for the others: top-dose activity change, negative = inhibition, most hits filed as inhibitors | 280,000 tested, 0.036% active | AID 2675; active = well fitted inhibition curve with a large enough effect in the signal ratio, with a control signal flat, not every such curve was filed as active; inconclusive = small, poorly fitted or top-dose-only effect, or effect the other way, or a change in a side signal; inactive = no such curve, though single readings can be large or run the other way; the % refers to the signal ratio; note: % is set by controls: 0 for no effect and ±100 for the full control effect
Target sequence (Q9NR56 whole entry, looked up): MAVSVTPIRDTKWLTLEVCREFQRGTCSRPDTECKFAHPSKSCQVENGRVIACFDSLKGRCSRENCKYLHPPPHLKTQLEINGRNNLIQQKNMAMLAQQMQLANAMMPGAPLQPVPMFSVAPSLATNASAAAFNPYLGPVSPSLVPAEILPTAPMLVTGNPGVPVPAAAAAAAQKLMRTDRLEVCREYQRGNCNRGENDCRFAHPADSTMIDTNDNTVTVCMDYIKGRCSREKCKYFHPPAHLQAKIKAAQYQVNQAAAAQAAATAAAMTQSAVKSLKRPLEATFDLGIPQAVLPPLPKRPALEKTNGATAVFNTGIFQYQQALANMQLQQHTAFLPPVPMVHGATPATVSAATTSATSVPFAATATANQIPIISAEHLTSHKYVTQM
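TR-FRET between His-tagged MBNL1 and biotin-(CUG)12 RNA, detected with Tb anti-His antibody (0.055 ng/ul) and streptavidin-XL665 (5 nM), 60 min at room temperature. Compounds titrated 92 nM to 58 uM; 665/545 nm ratio normalized to buffer and complex controls.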
MLL CXXC-DNA inh: blocks binding of human MLL CXXC domain to DNA. MLL-CXXC / FITC-HOXA9 DNA fluorescence polarization. 290,000 tested, 0.037% active. Q03164. Potency, µM (top dose mostly 115 µM), without a hit: at the highest dose activity change, negative = inhibition, usual class: inhibitors; active = well fitted inhibition curve with a large enough effect in the polarisation, with a control signal flat, not every such curve was filed as active; inconclusive = small, poorly fitted or top-dose-only effect, or effect the other way, or a change in a side signal; inactive = no such curve, though single readings can be large or run the other way; the % refers to the polarisation
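Purified MLL-CXXC (added from a 7 uM solution) was preincubated 5 min at ambient with pinned compounds in 50 mM Tris-HCl pH 7.5, 50 mM NaCl, 1 mM DTT, 0.05% BSA. Fluorescein-labeled HOX-A9 DNA (50 nM solution) followed, 30 min, then polarization read.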
p53 reactivation: mutant p53 re-activation in reporter cells; H1299 p53-A138V BP100-luciferase reporter, luminescence, 24 h; Potency, µM (top dose mostly 92.2 µM), inactives show at the highest dose activity change, positive = activation, most hits filed as activators; 320,000 tested, 0.063% active; AID 504706; note: % of control where 0% means no effect; nearly all actives have a fitted effect of over 45% in size
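p53-null H1299 cells stably carrying temperature-sensitive p53-A138V and a BP100-luciferase reporter were pinned with compounds (4-point, 1:5 series) and held 24 hrs at 37 deg C. Luminescence was read 10 min after detection reagent.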
uPA surface inh: cell surface uPA generation inhibition; Potency, µM (top dose mostly 38.3 µM), for inactives: at the top dose activity change, negative = inhibition, actives largely listed as inhibitors; AID 540303; 330,000 tested, 0.31% active; cell surface uPA generation assay, qHTS; active = well fitted inhibition curve with a large enough effect; inconclusive = small, poorly fitted or top-dose-only effect; inactive = no such curve, though single readings can be large or run the other way; tested in mouse RAW 264.7 cells; note: % is set by controls: 0 for no effect and ±100 for the full control effect; nearly all actives have a fitted effect of over 55% in size
FLuc modulator: counter-screen for miR-21 project: firefly luciferase inhibitors or activators. purified FLuc, Km substrates, luminescence inhibition. 360,000 tested, 6.9% active. P08659. Potency, µM (series often up to 57.5 µM), without a hit: at the top dose activity change, negative = inhibition, usual class: inhibitors. AID 588342;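 note: plate controls were vehicle for no effect and reference inhibitor for full effect; nearly all actives have a fitted effect of over 55% in size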
Target sequence (P08659 whole entry, looked up): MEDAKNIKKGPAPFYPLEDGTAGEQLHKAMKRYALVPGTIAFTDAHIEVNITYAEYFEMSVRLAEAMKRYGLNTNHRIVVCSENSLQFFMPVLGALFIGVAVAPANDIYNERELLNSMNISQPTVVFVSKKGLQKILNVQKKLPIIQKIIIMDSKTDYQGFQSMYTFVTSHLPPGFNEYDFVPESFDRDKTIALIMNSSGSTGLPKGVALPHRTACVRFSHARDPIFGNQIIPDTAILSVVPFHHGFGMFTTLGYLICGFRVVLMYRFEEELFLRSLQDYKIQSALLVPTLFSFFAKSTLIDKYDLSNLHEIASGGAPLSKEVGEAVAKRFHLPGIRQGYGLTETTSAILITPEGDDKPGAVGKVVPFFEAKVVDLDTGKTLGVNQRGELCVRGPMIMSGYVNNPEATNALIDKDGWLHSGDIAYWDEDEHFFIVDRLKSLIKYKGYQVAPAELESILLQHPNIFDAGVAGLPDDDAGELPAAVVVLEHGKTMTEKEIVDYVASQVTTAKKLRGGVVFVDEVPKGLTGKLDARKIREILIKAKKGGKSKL
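Purified P. pyralis luciferase (10nM final) with 10uM D-luciferin and 10uM ATP (Km levels) in 50mM Tris acetate pH 7.5, 10mM Mg acetate, 0.01% Tween-20, 0.05% BSA; qHTS 6-point titration, ~60 µM downward; luminescence read.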
ELG1 genotox: inducers of genotoxicity in HEK293T ELG1-luciferase cells; AID 504466; Potency, µM (titrated, usually from 46 µM), inactives show at the highest dose activity change, positive = activation, most hits filed as activators; 330,000 tested, 1.3% active; HEK293T ELG1-luciferase reporter, luminescence, 16 h; note: % of control where 0% means no effect; nearly all actives have a fitted effect of over 60% in size
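HEK293T cells expressing luciferase-tagged ELG1 were exposed to compound or DMSO vehicle for 16 hr at 37 °C and 5% CO2. Luciferase activity was then measured with ONE-Glo after 30 min at room temperature.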
BRCA1 expr act: activators of BRCA1 expression | AID 624202 | Potency, µM (series often up to 46.1 µM), inactives show at the highest dose activation, usual class: activators | 380,000 tested, 1.1% active | MCF7-BRCA1-FFLuc reporter, luminescence, 48 h; response scale: scaled: vehicle 0%, 10 µM genistein 100%; note: nearly all actives have a fitted effect of over 80% in size; some results filed as inactive show a strong effect at the top dose
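Quantitative HTS in MCF7 cells stably reporting BRCA1 expression via firefly luciferase. Compound treatment lasts 48 h at 37 °C in phenol-red free MEM. Activation is expressed relative to genistein at 10 microM and DMSO.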
RORg inh: inhibitors of mouse ROR gamma transcriptional activity | P51450 | Drosophila S2 Gal4-RORgamma UAS-luciferase reporter, 20 h | Potency, µM (doses to about 53.6 µM), without a hit: at the top dose activity change, negative = inhibition, usual class: inhibitors | 310,000 tested, 5.4% active | AID 2551; note: % is set by controls: 0 for no effect and ±100 for the full control effect; nearly all actives have a fitted effect of over 60% in size
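Luciferase reporter read in Schneider cells carrying Gal4-RORγ (mouse) and UAS-Photinus luciferase; cells given compound 1 h before 700 uM copper sulfate induction, then incubated 20 h at ambient temperature.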
NPC1 prom act: NPC1 promoter activation; Huh7 NPC1 promoter luciferase reporter, 24 h; 320,000 tested, 2.4% active; Potency, µM (titrated, usually from 9.22 µM), without a hit: at the highest dose activation, usual class: activators; AID 485313;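 note: % of control where 0% means no effect; nearly all actives have a fitted effect of over 60% in size; reporter is driven by a mutant NPC1 promoter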
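Luminescence read-out of NPC1 promoter-driven luciferase in stably transfected Huh7 cells; compounds delivered in DMSO and left 24 h at 37C, 5% CO2, qHTS titration format.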
The depositor's hits bear a star; ? = inconclusive; . = no result given. Unless noted, calls come from the whole dose curve; as a rule, active = well fitted curve in the direction sought with a large enough effect; inconclusive = small, poorly fitted or top-dose-only effect, or another doubt; inactive = no such curve, though single readings can be large; an effect the other way counts as inactive or inconclusive. Potency is the fitted concentration of half-maximal effect.

Screens in order – uPA surface inh	Rab9 prom act	MBNL1-CUG inh	NPC1 prom act	p53 reactivation	Gal4-VP16 FLuc	BRCA1 expr act	MLL CXXC-DNA inh	FLuc modulator	ELG1 genotox	RORg inh
#1 CCN(C(=O)COC(=O)CNC(=O)c1ccc(C)c(C)c1)C1CCS(=O)(=O)C1 (configuration not stated)
→ 13%	-4%	.	2%	-3%	0%	9%	-4%	-7%	-1%	12%
#2 COC(=O)c1sccc1-n1cccc1C(=O)N1CCOCC1
→ 6%	0%	-5%	1%	0%	-21%	-21%	-2%	2%	0%	9%
#3 CCOc1cc(C2C(C(=O)N3CCOCC3)=C(C)NC3=C2C(=O)CCC3)ccc1O (configuration not stated)
→ 0%	2%	-2%	-7%	1%	0%	-2%	4%	-1%	0%	-3%
#4 CC(C)CN1C(=O)C(=O)N(CC(=O)NC2CCCc3ccccc32)C1=O (configuration not stated)
→ 8%	3%	5%	-10%	1%	-3%	6%	-1%	-1%	0%	15%
#5 Cc1ccn(C(=O)c2cc3c(C)nn(-c4ccccc4)c3s2)n1
→ -2%	-6%	6%	-4%	4%	-5%	-39%	6%	?	8%	16%
#6 O=C(N/N=C/c1ccccc1[N+](=O)[O-])c1ccncc1
→ -7%	12%	?	13%	?	13%	49%	-16%	?	10%	23%
#7 O=C(COc1cccnc1[N+](=O)[O-])Nc1ccc(N2CCOCC2)cc1
→ 1%	-2%	?	-5%	4%	-7%	4%	-5%	-13%	-1%	-2%
#8 O=C(Nc1cccc(S(=O)(=O)N2CCOCC2)c1)c1ccccn1
→ -87%	-5%	-2%	10%	0%	-9%	2%	7%	-12%	0%	3%
#9 O=C(NCc1n[nH]c(=S)n1-c1ccc(Cl)c(Cl)c1)c1ccc(S(=O)(=O)N2CCCCC2)cc1
→ 3%	-5%	1%	1%	8%	8%	-11%	4%	4%	5%	-4%
#10 COc1ccc(/C=C2\SC(N)=NC2=O)cc1Cl
→ -11%	1%	-3%	-1%	4%	2%	4%	20%	?	3%	0%
#11 Nc1cccc(C(=O)O)c1
→ 11%	-4%	-1%	1%	8%	-2%	25%	4%	3%	4%	-14%
#12 O=C(COC(=O)c1ccc(O)cc1)c1ccc(S(=O)(=O)N2CCCCC2)cc1
→ 3%	-1%	.	1%	-10%	.	-8%	.	-3%	-6%	.
#13 Cc1ccccc1S(=O)(=O)Cc1ccc(C(=O)NCCN2CCN(Cc3ccccc3)CC2)o1
→ 8%	-2%	-11%	-1%	-19%	14%	-7%	-1%	1%	-13%	-1%
#14 Cc1cccc(N2CCN(C(=O)C(NS(=O)(=O)c3cccs3)c3ccccc3)CC2)c1C (configuration not stated)
→ -17%	-1%	0%	5%	2%	-13%	-50%	14%	-2%	-9%	-12%
#15 CC(=O)c1cccc(NC(=O)COC(=O)COc2ccc(Cl)cc2)c1
→ 3%	0%	2%	0%	-2%	-9%	18%	-1%	-11%	-14%	5%
#16 Cc1cc(C)c2c(CC(=O)N3CCCC3)coc2c1
→ 11%	6%	2%	-3%	-9%	-3%	7%	-16%	-2%	2%	18%
#17 CC1(C)Cc2c(sc3nc4n(c(=N)c23)CCC4)CO1
→ 5%	-2%	-1%	-1%	2%	6%	-3%	-3%	-1%	0%	-32%
#18 O=C1CSC(=S)N1/N=C/c1ccc(Cl)c([N+](=O)[O-])c1
→ .	-6%	.	4%	2%	2%	.	-5%	-1%	2%	-9%
#19 O=C(CCc1nnc(CCCCc2ccccc2)o1)N1CCC(N2CCCC2)CC1
→ 5%	-4%	-29%	1%	3%	1%	15%	-2%	4%	0%	1%
#20 CN1CCN(c2ccc(NC(=O)COc3ccccc3)cc2Cl)CC1
→ -7%	4µM*	-2%	4.5µM*	.	.	60%	1%	21µM*	?	.
#21 CCOC(=O)c1cc(CC)sc1N1C(=O)CC(Sc2ccccc2C(=O)O)C1=O (configuration not stated)
→ 2%	-5%	-1%	0%	23%	?	-4%	-17%	-19%	6%	?
#22 CSc1ccccc1NC(=O)c1cc2ncc(Br)cn2n1
→ -5%	?	3%	4%	4%	-10%	6%	20%	8.5µM*	?	4%
#23 COCC1=C(C(=O)OC)C(c2cccs2)n2ncnc2N1 (configuration not stated)
→ 9%	0%	-9%	2%	-1%	-1%	8%	2%	2%	0%	-34%
#24 CCNC(=O)CN1C(=O)NC2(CCCCCC2)C1=O
→ 4%	-1%	1%	0%	0%	-10%	-1%	0%	6%	1%	-2%
#25 CN(Cc1ccccc1)C(=O)c1nc2ccccn2c1CN1CCCC1c1nccs1 (configuration not stated)
→ 2%	-11%	9%	0%	-2%	20%	0%	-8%	1%	-6%	?
#26 Cc1ccc2cc(CN(CCCO)S(=O)(=O)c3cccc4nsnc34)c(=O)[nH]c2c1C
→ 0%	-8%	?	3%	-2%	-3%	2%	2%	1%	-4%	25%
#27 COc1ccc(CC(=O)NNc2ncnc3c2cnn3C)cc1
→ 2%	-8%	-16%	-2%	0%	0%	2%	-7%	1%	-1%	6%
#28 CCCC(C)NC(=O)C1CCN(S(=O)(=O)c2ccccc2)CC1 (configuration not stated)
→ 4%	2%	-3%	-1%	-6%	9%	-24%	-12%	2%	-2%	6%
#29 COC(=O)c1sc(=S)n(-c2cc(F)ccc2F)c1N
→ .	-4%	?	-1%	5%	-1%	-11%	1%	-13%	0%	2%
#30 Cc1cnc(C(=O)OC(C(=O)c2c[nH]c3ccccc23)c2ccccc2)cn1 (configuration not stated)
→ -4%	1%	.	3%	0%	.	-3%	.	1%	0%	.
#31 CCn1c(C)nc2cc(C(=O)NNC(=O)Nc3cccc(Cl)c3)ccc21
→ 2%	-10%	-1%	-2%	-3%	-10%	0%	-2%	-16%	-2%	10%
#32 CCCC(=O)Nc1ccc(Cl)c(NC(=O)c2ccc(Br)o2)c1
→ .	.	-5%	.	.	17%	1%	-5%	0%	.	13%
#33 COc1ccc(Cl)cc1NC(=O)CSc1nnc(Cc2cccn2C)n1-c1ccc(F)cc1
→ 6%	-1%	1%	0%	-13%	-7%	-18%	5%	0%	-7%	?
#34 Cc1cccc(N2CCN(C(=O)/C=C/c3cccs3)CC2C)c1 (configuration not stated)
→ 2%	2%	14%	0%	3%	-3%	-4%	-2%	-11%	-14%	31%
#35 COc1ccc(CCNC(=O)CN(c2ccccc2)S(C)(=O)=O)cc1OC
→ 3%	-9%	-4%	-1%	-3%	-4%	1%	2%	-1%	0%	15%
#36 CCN1CCN(C(=O)CSc2cc(=O)n(C)c3ccccc23)CC1
→ -3%	2%	22%	-3%	0%	-1%	-14%	?	-3%	?	-29%
#37 COc1ccc(N2C(=O)NC(=O)C2=O)cc1
→ 4%	-2%	-1%	-4%	-3%	6%	0%	3%	1%	0%	-13%
#38 CCOC(=O)c1[nH]c(C)c(C(=O)N2CCOCC2)c1C
→ 1%	3%	-2%	-2%	-3%	-10%	7%	8%	2%	-5%	0%
#39 COc1ccc(CN2C(=O)c3ccccc3C2=O)cc1C(=O)O
→ 0%	2%	?	-1%	-3%	12%	9%	8%	0%	2%	-8%
#40 COc1ccccc1/C=C\C(=O)NCC(=O)N/N=C(\C)Cc1ccccc1
→ 4%	-3%	3%	1%	1%	4%	-29%	6%	0%	1%	-17%
#41 CCc1ccc(OC)c(S(=O)(=O)N2CCN(C(=O)c3ccco3)CC2)c1
→ 11%	-5%	2%	-4%	.	.	0%	2%	0%	-1%	.
#42 COc1ccc(CCNC(=O)c2cnn(-c3ccc(C)c(C)c3)c2NC(=O)c2ccco2)cc1OC
→ -2%	.	3%	.	.	-5%	-6%	1%	4%	.	18%
#43 COc1ccccc1C(=O)C1CCCN(Cc2cccc3nccnc23)C1 (configuration not stated)
→ 0%	-2%	11%	-4%	0%	1%	-26%	3%	4%	-7%	-1%
#44 CC(Nc1n[nH]c(=O)[nH]c1=O)C(=O)N/N=C/c1cccs1 (configuration not stated)
→ 0%	1%	17%	-3%	-2%	0%	0%	6%	3%	9%	3%
#45 CC(c1ccccc1)N1CCn2c(nc3cc(NS(C)(=O)=O)ccc32)C1 (configuration not stated)
→ 3%	-1%	3%	1%	-2%	-6%	0%	-8%	1%	-2%	7%
#46 COc1ccc(NC(=O)C(=O)NCC2CCCN2S(=O)(=O)c2cccs2)cc1 (configuration not stated)
→ -13%	-29%	.	-29%	-3%	.	-70%	.	3%	0%	.

Only part of the results is shown (hit frequency here may not be typical).
